Screening results as filed in PubChem.
PolyA inh = blocks polyadenylation in yeast reporter cells | S. cerevisiae SKY197-pL101 polyadenylation reporter, beta-gal luminescence; efflux-impaired pdr1/pdr3 knockout yeast; score 100 = 6 SD above DMSO | calls only at 12 µM | 0.02% of 300,000 active | AID 1875;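 active = lowest replicate activity score at least 50, where 100 means six control SD above control mean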;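 also: yeast exposed to compound for 9 h at 30 °C; higher score means more reporter readthrough which indicates perturbed polyadenylation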
TRPC4 act = opens the mouse TRPC4 cation channel. HEK293 TRPC4beta/mu-opioid, Fluo4 calcium fluorescence; active compounds read high. AID 2237. Q9QUQ5. B-score at 10 µM. 0.49% of 310,000 active;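 active = B-score above 5 SD of library B-scores, and initial fluorescence ratio not above library mean plus 5 SD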;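 also: positive B-score marks a calcium rise read as TRPC4 activation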
Target sequence (Q9QUQ5 whole entry, looked up): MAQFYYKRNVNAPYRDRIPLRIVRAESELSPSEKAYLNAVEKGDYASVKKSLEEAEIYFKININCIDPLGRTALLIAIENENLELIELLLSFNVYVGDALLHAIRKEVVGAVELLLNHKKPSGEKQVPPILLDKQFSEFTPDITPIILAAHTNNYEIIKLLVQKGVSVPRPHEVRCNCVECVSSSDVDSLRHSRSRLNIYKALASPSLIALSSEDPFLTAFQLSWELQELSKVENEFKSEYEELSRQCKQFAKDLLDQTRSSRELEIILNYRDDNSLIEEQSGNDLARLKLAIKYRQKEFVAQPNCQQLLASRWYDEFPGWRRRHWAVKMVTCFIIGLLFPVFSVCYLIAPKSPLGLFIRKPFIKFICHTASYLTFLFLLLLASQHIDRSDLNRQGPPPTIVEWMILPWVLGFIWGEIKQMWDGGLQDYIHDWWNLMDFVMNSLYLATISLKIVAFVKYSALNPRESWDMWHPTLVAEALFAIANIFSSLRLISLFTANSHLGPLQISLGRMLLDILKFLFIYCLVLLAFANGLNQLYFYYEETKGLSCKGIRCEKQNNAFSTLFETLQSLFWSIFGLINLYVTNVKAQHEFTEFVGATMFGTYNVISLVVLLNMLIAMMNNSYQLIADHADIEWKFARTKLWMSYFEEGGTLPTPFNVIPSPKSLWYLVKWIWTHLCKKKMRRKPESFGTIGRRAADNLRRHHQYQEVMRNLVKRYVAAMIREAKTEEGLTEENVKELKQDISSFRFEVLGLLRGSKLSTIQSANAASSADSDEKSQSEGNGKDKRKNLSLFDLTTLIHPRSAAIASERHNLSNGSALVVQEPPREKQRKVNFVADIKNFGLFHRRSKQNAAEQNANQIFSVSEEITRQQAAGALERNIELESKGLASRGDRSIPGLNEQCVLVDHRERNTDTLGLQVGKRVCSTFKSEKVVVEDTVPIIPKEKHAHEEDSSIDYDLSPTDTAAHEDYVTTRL
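Assay system: HEK293 cells stably co-expressing mouse TRPC4beta and mu-opioid receptor / Timing: Fluo4 dye loading 45 min at room temperature, 110 s recording / Signal: Fluo4 calcium-sensitive dye fluorescence, kinetic, 1 Hz baseline / Read-out: integrated baseline-normalised fluorescence ratio, converted to per-well B score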
TRPC4 inh = TRPC4 (mouse) channel inhibition | Q9QUQ5 | HEK293 TRPC4beta/mu-opioid, DAMGO-evoked Fluo4 calcium flux; active compounds read low | B-score at 10 µM | 0.39% of 300,000 active;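 active = B-score over 3 SD under the library average, no early fluorescence shift, positive overall ratio signal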
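test system = HEK293 cells with stable TRPC4beta plus mu-opioid receptor expression | detection = Fluo4 Ca2+ flux fluorescence | read-out = integrated fluorescence ratio relative to baseline, converted to per-well B score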
KCNQ1 inh = inhibitors of human KCNQ1 potassium channel | P51787 | CHO-K1 KCNQ1, FluxOR thallium flux fluorescence; active compounds read high | B-score at 10 µM | 1.3% of 310,000 active | AID 2642;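 active = compounds whose thallium flux B-score, printed positive for inhibition, exceeds three library SD while starting fluorescence stays within three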;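 also: channel opened by potassium depolarization with thallium stimulus after 20 min compound exposure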
KCNQ1 pot = potentiators or activators of human KCNQ1 potassium channel. B-score at 10 µM. CHO-K1 KCNQ1, thallium flux FluxOR fluorescence; active compounds read high. P51787. 0.35% of 310,000 active;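 active = fluorescence ratio B-score, a plate-corrected score, at least three library SD, with initial intensity B-score within 5 SD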
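Assay system: stable KCNQ1 CHO-K1 line; medium: assay buffer, equal DMSO in all wells; timing: 90 min dye loading and 20 min compound exposure, both at room temperature; technique: kinetic FluxOR thallium fluorescence, 10-s 1-Hz baseline, 110-s post-stimulus read; read-out basis: B score of baseline-normalized fluorescence ratio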
Platelet DG rel = modulates dense granule release in human platelets; human platelet-rich plasma, SFLLRN dense granule ATP release, luminescence; inhibition, %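 (compounds screened at 7.5 µM in platelet-rich plasma)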; 0.22% of 300,000 active; AID 1663;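 active = mean replicate score, as percent of positive control, at or above 50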
KCNK9 inh = blocks the human KCNK9 two-pore domain potassium channel. Q9NPC2. HEK293 KCNK9, FluxOR thallium flux fluorescence; active compounds read low. B-score at 10 µM. 1.2% of 310,000 active. AID 488922;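 active = ratio B-score over 3 SD below the library mean, with starting fluorescence within 5 SD of its mean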;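 also: negative B-score means less thallium flux so channel inhibition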
TRPC4 potent = allosterically enhances the mouse TRPC4 cation channel. Q9QUQ5. HEK293 TRPC4beta/mu-opioid, DAMGO EC20, Fluo-4 Ca2+ flux; active compounds read high. B-score at 10 µM. 0.42% of 310,000 active;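 active = B-score of calcium response area above 5 SD of library B-scores, with initial fluorescence ratio within 5 SD of library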;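 also: B-score of integrated fluorescence ratio over time as area under calcium response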
KCNK3 inh = human KCNK3 channel inhibition, primary screen | O14649 | CHO-KCNK3 thallium flux, FluxOR fluorescence; active compounds read low | B-score at 10 µM | 0.84% of 340,000 active | AID 602410;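 active = B-score under library mean minus 4 SD, starting fluorescence ratio at most library mean plus 5 SD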;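 also: more negative B-score means stronger inhibition of thallium flux through KCNK3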
DYRK1A inh = Dyrk1A (rat) kinase inhibition; Q63470; ADP-Glo luminescence, NFATc1 peptide; inhibition, % at 12.5 µM; 0.43% of 310,000 active; AID 504441; in the data active = inhibition above about 50%;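 also: plate controls were vehicle with enzyme for no effect and no enzyme for full effect; many of its hits are not listed in these tables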
hERG protect = compounds protecting human hERG from proarrhythmic drug block. activation (rescue from dofetilide block), less the hit threshold, % at 10 µM. Q12809. CHO-hERG, FluxOR thallium flux, dofetilide IC70 present. 0.51% of 310,000 active;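 active = activation above the mean of controls blocked by dofetilide plus 5 SD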;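 also: thallium influx through hERG after potassium depolarization seen as dye fluorescence rise; in these data hits start at about 4.7%; inactives centre near -7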
An asterisk follows results filed as active; i = inactive; · = not tested or not shown. An excerpt; the hit share may differ from the screen's.

Order of values: PolyA inh	TRPC4 act	TRPC4 inh	KCNQ1 inh	KCNQ1 pot	Platelet DG rel	KCNK9 inh	TRPC4 potent	KCNK3 inh	DYRK1A inh	hERG protect
CCn1c(=O)cc(OCC(=O)N2CCN(c3ccc(F)cc3)CC2)c2ccccc21
  i	i	i	i	i	15.4	i	i	i	-2.0	-20.0
CCN(c1ccccc1)S(=O)(=O)c1ccc(Cl)c(NC(=O)COC(=O)c2ccc[n+]([O-])c2)c1
  i	i	i	i	i	3.1	i	i	i	-1.4	4.2
COc1cc(/C=N/NS(=O)(=O)c2ccccc2)c(OC)c(OC)c1
  i	i	i	i	i	25.2	i	i	i	-2.8	-0.2
O=C(Nc1cccc(F)c1)N1CCC(n2c(=O)[nH]c3ccccc32)CC1
  i	i	i	i	i	1.1	i	i	i	-1.0	-11.2
CCOc1ccc(/C=N/NC(=O)c2cc3c(OC)cc(OC)cc3[nH]2)cc1OC
  i	i	i	i	i	-3.4	i	i	i	4.0	-7.2
Cc1cc(C(=O)C(=O)N(C)C)c(C)n1-c1ccc(Cl)c(Cl)c1
  i	i	i	i	i	1.1	i	i	i	-2.2	-5.3
CCOC(=O)c1cccnc1SC(CC)C(=O)N1CCOCC1 (configuration not stated)
  i	i	i	i	i	3.8	i	i	i	-0.7	-10.8
CN1CCN(C(CNS(=O)(=O)c2ccc(Cl)cc2)c2cccnc2)CC1 (configuration not stated)
  i	i	i	i	i	-2.6	i	i	i	3.1	-6.2
CCCCCC(=O)c1c(C)[nH]c(C(=O)OCC)c1C
  i	i	i	i	i	3.5	i	i	i	-0.5	-1.6
Cc1cccc(N2CC(C(=O)Nc3ccc(S(=O)(=O)N4CCCCC4)cc3)CC2=O)c1C (configuration not stated)
  i	i	i	i	i	0.1	i	i	i	-7.7	-5.9
Cc1ccc(-n2nnc3c(=O)n(CC(N)=O)cnc32)cc1
  i	i	i	i	i	-4.1	i	i	i	-12.7	1.8
CC(NC(=O)CN1CCC(C(N)=O)CC1)c1ccccc1 (configuration not stated)
  i	i	i	i	i	0.3	i	i	i	2.1	-3.4
CCN(CC)C(=O)CN(c1cccc(OC)c1)S(=O)(=O)c1ccc(C)cc1
  i	i	i	i	i	1.9	i	i	i	0.9	-4.0
O=C(COc1ccc2c(c1)OCO2)Nc1ccccc1C(F)(F)F
  i	i	i	i	i	6.1	i	i	i	1.0	-5.0
C[C@@]12C(=O)N(c3cccc(Cl)c3)C(=O)N1[C@H](c1ccc(Cl)cc1)[C@@H]1C(=O)N(C3CCCCC3)C(=O)[C@@H]12
  i	i	i	i	i	-0.1	i	i	i	12.2	-9.2
COc1ccc(N2C(=O)CC(Sc3n[nH]c(-c4ccc(C)cc4)n3)C2=O)cc1 (configuration not stated)
  i	i	i	i	i	2.3	i	i	i	6.0	-11.9
CCC(C)(C)NC(=O)/C=C/c1cc(OC)c(OC)c(S(=O)(=O)N2CCc3ccccc32)c1
  i	i	i	i	i	3.6	i	i	i	·	-9.4
CCOc1cc(-c2noc(CCC(=O)Nc3cccnc3)n2)ccc1OC
  i	i	i	i	i	-9.9	i	i	i	-3.6	-9.5
COC(=O)c1ccccc1NC(=O)CSc1nnnn1C1CCCCC1
  i	i	i	i	i	-2.5	i	i	i	1.9	-4.5
CCn1c(=O)c([N+](=O)[O-])c(Cl)c2ccccc21
  i	i	i	7*	i	-0.8	i	i	i	-1.4	-28.9
CCn1cc(-c2cc(C(F)(F)F)n3nc(C(=O)O)cc3n2)c(C)n1
  i	i	i	i	i	0.3	i	i	i	7.2	-8.4
Cc1nn(-c2ccccn2)c2c1C(c1ccccc1Cl)C1=C(N2)c2ccccc2C1=O (configuration not stated)
  i	i	i	i	i	-3.5	-7.02*	i	i	-5.8	-8.4
Cc1cc(NC(=O)CSc2nnc(N)s2)c([N+](=O)[O-])cc1C
  ·	i	i	i	i	2.8	i	i	i	-6.0	-12.8
Cc1ccc(NC(=O)CN(C)S(=O)(=O)c2ccc3[nH]c(=O)oc3c2)c(C)c1
  i	i	i	i	i	10.5	i	i	i	1.5	-8.9
CCN(CC)C(=O)Cn1cc(C(=O)C(=O)NCc2ccco2)c2ccccc21
  i	i	i	i	i	5.2	i	i	i	·	-6.8
CCc1ccc(-c2nn[nH]n2)cc1
  i	i	i	i	i	-3.2	i	i	i	4.8	-5.9
Cc1cc(C)c(C)c(S(=O)(=O)N2CCN(C(=O)C3CSC4(C)CCC(=O)N34)CC2)c1C (configuration not stated)
  i	i	i	i	i	6.8	i	i	i	12.6	-14.2
CCOC(=O)CNC(=O)CSc1nc2cccnc2n1C
  i	i	i	i	i	-5.3	i	i	i	6.1	-7.5
O=C(c1ccc(SCc2ccco2)c([N+](=O)[O-])c1)N1CCOCC1
  i	i	i	i	i	0.0	i	i	i	-9.8	-9.8
COc1ccc(OC)c2[nH]c(=O)c(CCNC(=O)c3ccc(Br)o3)cc12
  i	i	i	i	i	3.7	i	i	i	·	-3.0
NNC(=O)c1nn(-c2ccc(Cl)cc2)ccc1=O
  i	i	i	i	i	8.6	i	i	i	1.8	-18.8
O=C1NC2(CCCCC2)C(=O)N1CC(=O)N(Cc1ccccc1)c1ccccc1
  i	i	i	i	i	2.7	i	i	i	0.6	-14.2
Cc1cc(C)c(OCCCCCn2ccnc2)c(C)c1
  i	i	i	i	i	1.8	i	i	i	5.5	-4.7
Cn1c(C(=O)O)cc2c(=O)n3ccccc3nc21
  i	i	i	i	i	1.0	i	i	i	·	-7.9
CCOc1ccc(CN2CCNC(=O)C2CC(=O)NCCCn2ccnc2)cc1 (configuration not stated)
  i	i	i	i	i	7.4	i	i	i	4.6	-9.8
O=C1N=C2SCCN2/C1=C\c1ccc(Cl)cc1
  i	i	i	i	i	12.1	i	i	i	6.9	-8.0
Cc1nn(Cc2ccccc2)c(Cl)c1C(=O)NCc1ccc(C)n1C
  i	i	i	i	i	4.6	i	i	i	-10.5	-16.3
CCOc1ccc(-n2c(=S)sc3c(=O)[nH]c(SCC(=O)NC(C)CC)nc32)cc1 (configuration not stated)
  i	i	i	i	i	5.2	i	i	i	-8.1	-6.8
COC(=O)/C(=C\c1cccnc1)NC(=O)c1ccc(OCc2ccccc2)cc1
  i	i	i	i	i	-2.8	i	i	i	-4.3	-3.7
O=C(CNC(=O)c1ccc(Cl)cc1)NCCCn1ccnc1
  i	i	i	i	i	0.0	i	i	i	-1.0	-8.4
COc1ccc(CCN(C(=O)c2ccc(F)cc2)C2=CC3CCC(C2)N3C)cc1OC (configuration not stated)
  i	i	i	i	i	0.4	i	i	i	1.9	-13.1
c1ccc(-c2nnc(-c3ccco3)n2-c2ccccc2)cc1
  i	i	i	i	i	24.4	i	i	i	0.8	-2.5
CCCOc1ccc(C(=O)Nc2ccc(S(=O)(=O)NC3=NCCCCC3)cc2)cc1
  i	i	i	i	i	-20.5	i	i	i	10.8	-16.6
Cc1ccc(NC(=O)C2CC2C)c(Cl)c1 (configuration not stated)
  i	i	i	i	i	1.5	i	i	i	-9.4	-10.7
N=C1/C(=C\c2ccc(OC(=O)c3ccco3)cc2)C(=O)N=C2SC(N3CCCCC3)=NN12
  i	i	i	i	i	-1.0	i	i	i	3.5	-13.4
CSCCC(NS(=O)(=O)c1ccc(Cl)cc1)C(=O)OCC(=O)NC12CC3CC(CC(C3)C1)C2 (configuration not stated)
  i	i	i	i	i	-0.9	i	i	i	-1.4	-8.7
CSCc1cc(N2CCOCC2)nc(-c2ccccc2)n1
  i	i	i	i	i	4.8	i	i	i	-0.3	-2.1
O=C(CNc1ccc2ccccc2c1)N/N=C/C=C/c1cccc([N+](=O)[O-])c1
  i	i	i	i	i	26.8	i	i	i	-5.1	-12.6
COc1ccc(NC(C)C(=O)N/N=C/c2c(O)ccc3ccccc23)cc1 (configuration not stated)
  i	i	i	i	i	3.1	i	i	i	-3.5	-5.9
NC(=O)C1CCN(C(=O)c2ccc3nc(-c4ccccc4)c(-c4ccccc4)nc3c2)CC1
  i	i	i	i	i	-7.0	i	i	i	-1.2	-12.0
COc1ccc(COC(=O)c2ccc(N3CCCC3=O)cc2)cc1F
  i	i	i	i	i	6.8	i	i	i	-1.0	-4.0
COc1cccc(NS(=O)(=O)c2ccc3[nH]cc(C(=O)NCCCOC(C)C)c(=O)c3c2)c1
  i	i	i	i	i	-3.0	i	i	i	-6.0	-7.6
COc1ccc(OCC(O)CNc2ccc(Br)cc2)cc1 (configuration not stated)
  i	i	i	i	i	3.7	i	i	i	2.1	-3.2
COc1cccc(NC(=O)C2CCN(S(=O)(=O)c3ccc4[nH]c(=O)ccc4c3)CC2)c1
  i	i	i	i	i	-4.9	i	i	i	-0.3	-7.9
CC(NC(=O)c1ccncc1)c1ccc(Br)cc1 (configuration not stated)
  i	i	i	i	i	5.8	i	i	i	-0.4	-8.8
COc1ccc(CCNC(=O)Cc2ccc3c(c2)OCO3)cc1OC
  i	i	i	i	i	-20.9	i	i	i	4.5	-7.4
c1cncc(CN=C2Nc3ccccc3CS2)c1
  i	i	i	i	i	5.0	i	i	i	1.8	-1.7
COC(=O)/C(=C1\Oc2ccc(C(C)(C)C)cc2S1)C(F)(F)F
  i	i	i	i	i	-5.2	i	i	i	-1.1	-10.4
COc1cccc(NC(=O)CSc2nc3ccccc3c3nc4ccccc4n23)c1
  i	i	i	i	i	-9.2	i	i	i	6.0	-13.6
O=C(Nc1cccc(O)c1)c1cc(-c2ccc3c(c2)OCO3)on1
  i	i	i	i	i	95.1*	i	i	i	-0.5	-6.6

(continued)
Order of values: PolyA inh	TRPC4 act	TRPC4 inh	KCNQ1 inh	KCNQ1 pot	Platelet DG rel	KCNK9 inh	TRPC4 potent	KCNK3 inh	DYRK1A inh	hERG protect
CN(CC(=O)NCc1cccnc1)S(=O)(=O)c1ccc(F)cc1
  i	i	i	i	i	-3.2	i	i	i	-2.3	-4.4
Cc1cc(Cl)nc(SCC(=O)c2ccccc2)n1
  i	i	i	i	i	-6.4	i	i	i	-7.6	-11.6
N=c1sccn1CC(=O)Nc1ccc(Cl)c(S(=O)(=O)N2CCOCC2)c1
  i	i	i	i	i	8.2	i	i	i	-9.7	-6.2
CCOC(=O)c1ccc(NC(=O)CSCCC(=O)O)cc1
  i	i	i	i	i	2.9	i	i	i	-3.0	-8.8
Cc1cc(C)cc(N2C(=O)c3nccnc3C2=O)c1
  i	i	i	i	i	-10.8	i	i	i	-6.4	-1.2
